High-throughput results (PubChem)
TAAR1 antag: human TAAR1 antagonists, primary screen, Fluo-8 calcium fluorescence, CHO RD-HGA16 cells; 1.5% of 360,000 active; inhibition, % at 3 µM; AID 624466, 2012; antagonist;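 active = inhibition above a per-plate cutoff, the mean inhibition of test compounds on that plate plus 3 SD, cut at about 49% in these data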;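 note: 0% = DMSO plus EC80 beta-PEA response and 100% = DMSO alone without agonist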
Target sequence (Q96RJ0 whole entry, looked up): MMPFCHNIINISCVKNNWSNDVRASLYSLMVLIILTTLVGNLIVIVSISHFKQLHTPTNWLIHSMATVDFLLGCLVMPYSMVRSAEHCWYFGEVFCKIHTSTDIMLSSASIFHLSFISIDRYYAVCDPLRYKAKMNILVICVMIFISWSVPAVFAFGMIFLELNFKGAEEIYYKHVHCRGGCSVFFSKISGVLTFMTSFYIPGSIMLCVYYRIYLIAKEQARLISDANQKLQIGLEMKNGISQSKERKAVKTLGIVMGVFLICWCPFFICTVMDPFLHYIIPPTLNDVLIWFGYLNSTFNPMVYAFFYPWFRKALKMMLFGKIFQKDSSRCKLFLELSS
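System: CHO RD-HGA16 cells bearing hTAAR1. Reagent: EC80 β-phenethylamine stimulus. Schedule: seeding 17-24 h prior, 75-min 37 °C, 30-min RT dye loading. Signal: Fluo-8 intracellular calcium dye fluorescence, real-time kinetic reads. Read-out: % inhibition from peak post-agonist over basal fluorescence ratio. Benchmarks: vehicle wells and EC80 agonist wells. Replicates: n of 1.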
CHO-K1 Ca ag: counter-screen for M1 agonists: effect in parental CHO-K1 cells; Fluo-8 calcium fluorescence; scaled to maximal ATP response, vehicle zero; activation, % at 3 µM; 0.48% of 360,000 active; AID 602248, 2012; in the data active = activation above about 15%;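 note: untransfected CHO-K1 host cells lacking M1 receptor as counterscreen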
CHO-K1 Ca antag: counter-screen for M1 antagonists: effect in parental CHO-K1 cells; ATP-induced calcium, Fluo-8 fluorescence; inhibition, % at 3 µM; 0.6% of 360,000 active;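 active = inhibition above a per-plate cutoff, the plate's mean sample inhibition plus 3 SD, cut at about 24% in these data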;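 note: 0% = DMSO plus EC80 ATP and 100% = DMSO alone without ATP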
OXTR potentiator: human OXTR potentiators, primary screen, fluorescence, CHO-OTR cells, Fluo-8 calcium. 0.061% of 320,000 active. Oxytocin receptor (Homo sapiens), P30559. Fluo-8 calcium fluorescence, potentiator mode; 0% = oxytocin EC15, 100% = EC100. AID 2445, 2010. activation, % at 3 µM;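 active = activation above that plate's cutoff, the mean activation of tested compounds plus 3 SD, cut at about 6.6% in these data, passing the limit was not always enough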;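 note: 100% uses oxytocin at 75 nM as the full agonist control; some results filed as inactive read as strong as hits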
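Replication – single well per compound, singlicate · Assay system – CHO cell line stably expressing human OTR · Timing – 6 min pre-incubation, 100 s read · Measure – normalized max/min fluorescence ratio, % activation · Doses – 3.0 µM, one dose · Detection – Fluo-8 calcium dye fluorescence · Probe or stimulus – oxytocin near EC15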
CHO-K1 Ca PAM: nonselective calcium activators in parental CHO-K1 cells, primary screen, counter-screen for M1 PAM project, cell-based, Fluo-8 calcium fluorescence, full deck, 1536-well; AID 602247, 2012; ATP EC20; 0% at ATP EC20, 100% at ATP max; activation, % at 3 µM; 0.02% of 360,000 active;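 active = activation above the run cutoff, the mean activation of all test compounds plus 3 SD, cut at about 40% in these data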;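 note: peak over basal fluorescence ratio in a 140 s read after ATP addition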
CHO parental Ca: ATP-evoked calcium signal inhibitors, parental CHO, primary screen, counter-screen for OX1R antagonist project, cell-based, fluorescence, Fluo-8 calcium dye. 0.63% of 330,000 active. inhibition, % at 5.6 µM. parental CHO-K1, ATP-induced calcium, Fluo-8 fluorescence;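 active = inhibition above that plate's mean sample inhibition plus 3 SD, cut at about 26% in these data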;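 note: 0% = ATP-challenged DMSO wells and 100% = DMSO wells without ATP; some compounds past the cut are filed as inactive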
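Material: parental CHO cells / Compound: single nominal dose of 5.6 µM per compound / Signal: Fluo-8 fluorescence / Replicates: singlicate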
OXTR ag: human OXTR agonists, primary screen, fluorescence, CHO-OTR cells, Fluo-8 calcium; Oxytocin receptor (Homo sapiens), P30559; Fluo-8 calcium fluorescence; normalized: DMSO 0%, oxytocin 100%; activation, % at 3 µM; 0.32% of 320,000 active;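 active = activation above the mean of all tested compounds plus 3 SD, cutoff set per screening run, cut at about 20% in these data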;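 note: peak over basal fluorescence ratio from a 100 s FLIPR kinetic read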
GPR7 antag: GPR7 receptor antagonists, primary screen, cell-based, fluorescence, single concentration; Neuropeptides B/W receptor type 1 (Homo sapiens), P48145; GPR7-expressing cells, fluorescence antagonist assay; inhibition, % at 4.4 µM; 1.1% of 290,000 active; in the data active = inhibition above about 16%, passing the limit was not always enough;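 note: cells stimulated with the agonist NPW; 0% = agonist with vehicle and 100% = vehicle without agonist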
Target sequence (P48145 whole entry, looked up): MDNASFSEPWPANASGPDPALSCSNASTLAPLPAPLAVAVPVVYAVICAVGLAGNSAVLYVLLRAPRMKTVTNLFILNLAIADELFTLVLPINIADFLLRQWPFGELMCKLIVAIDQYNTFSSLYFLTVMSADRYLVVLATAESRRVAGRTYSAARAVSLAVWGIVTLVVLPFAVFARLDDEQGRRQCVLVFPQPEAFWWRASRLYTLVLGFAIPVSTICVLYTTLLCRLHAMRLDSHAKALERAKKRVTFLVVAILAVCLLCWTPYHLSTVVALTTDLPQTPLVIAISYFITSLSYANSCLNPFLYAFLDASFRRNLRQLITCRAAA
V1R ag counter: agonists of human V1a receptor, primary screen, counter-screen for OXTR agonist project, fluorescence, CHO-V1R cells. Vasopressin V1a receptor (Homo sapiens), P37288. Fluo-8 calcium fluorescence, agonist mode; 0% DMSO, 100% 3 nM vasopressin. activation, % at 3 µM. 0.25% of 320,000 active. AID 2797, 2010;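 active = activation above the mean activation of all tested compounds plus 3 SD, per screening run, cut at about 20% in these data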;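 note: signal is peak over basal fluorescence ratio across a 100 second FLIPR read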
Target sequence (P37288 whole entry, looked up): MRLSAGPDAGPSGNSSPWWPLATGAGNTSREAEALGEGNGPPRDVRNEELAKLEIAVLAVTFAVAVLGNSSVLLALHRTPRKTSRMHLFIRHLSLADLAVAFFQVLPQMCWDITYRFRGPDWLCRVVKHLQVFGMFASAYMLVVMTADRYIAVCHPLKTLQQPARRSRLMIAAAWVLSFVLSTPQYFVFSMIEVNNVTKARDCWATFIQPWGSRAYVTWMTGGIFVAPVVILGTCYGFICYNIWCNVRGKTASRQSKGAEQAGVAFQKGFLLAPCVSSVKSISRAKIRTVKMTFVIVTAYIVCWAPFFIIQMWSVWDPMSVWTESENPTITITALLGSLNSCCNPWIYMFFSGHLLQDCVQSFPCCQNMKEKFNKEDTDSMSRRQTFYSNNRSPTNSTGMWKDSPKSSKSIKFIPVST
An asterisk follows results filed as active; · = no result given. Not a hit list, and some 3.5% of all compounds hit somewhere here.

SMILES | TAAR1 antag | CHO-K1 Ca ag | CHO-K1 Ca antag | OXTR potentiator | CHO-K1 Ca PAM | CHO parental Ca | OXTR ag | GPR7 antag | V1R ag counter
COc1ccc(-c2c(C)n([O-])c(C)c(-c3ccccc3)[n+]2=O)cc1OC | -1 | 0.0 | 3 | -2 | -4 | -5 | 0.4 | -14 | 2.0
CC(=O)Nc1ccc(C(=O)N2CCCC(c3cc(C(=O)NCc4ccccc4)no3)C2)cc1 (stereo not drawn) | -3 | 0.7 | -5 | · | -1 | · | · | · | ·
O=C(O)CCc1nn2c3ccccc3nc2n(CCN2CCCCC2)c1=O | -12 | -0.1 | 4 | -7 | 4 | 0 | -0.3 | -6 | 4.1
CCOC(=O)c1[nH]c(C)c(C(=O)Nc2ccc(Cl)cc2)c1C | 36 | 0.5 | -2 | -17 | 16 | 10 | 1.5 | 4 | 0.5
C=C1CCC[C@]2(C)C[C@H]3OC(=O)C(CN4CCCCC4CO)[C@H]3CC12 (stereo partly drawn) | -9 | 0.0 | 1 | -7 | -6 | -8 | -1.6 | -7 | -1.4
COc1ccc(C2=NN(C(=O)CSc3nc4ncc(Cl)cc4[nH]3)C(c3ccco3)C2)cc1 (stereo not drawn) | 0 | 0.7 | -9 | -1 | 10 | -10 | -0.4 | -12 | -0.9
CCOc1cc(C(=O)NCC(=O)N2CCC3(CC2)NCCc2[nH]cnc23)cc(OCC)c1OCC | -5 | 1.1 | -10 | -4 | 21 | 6 | 0.9 | -18 | 0.6
O=C(CCN1C(=O)/C(=C/c2ccccc2Cl)SC1=S)Nc1ccccn1 | 45 | 0.9 | 12 | -8 | -23 | -13 | 0.5 | -40 | 4.5
Cc1ccsc1-c1ccnc(-n2cccc2)n1 | -8 | -0.4 | 23 | 1 | -7 | -9 | -0.7 | 12 | -0.3
CCN(CC)C(=O)CN(c1cc(Cl)ccc1OC)S(=O)(=O)c1ccc(C)c([N+](=O)[O-])c1 | 19 | 0.2 | 3 | 0 | 6 | 3 | -1.3 | 12 | -0.5
COc1cc(Cl)c(S(=O)(=O)NCc2cccnc2)cc1Cl | -11 | 0.5 | 8 | 5 | -13 | -9 | 0.0 | -7 | 1.5
CCOc1ccccc1N1C(=O)CC(N(O)c2ccccc2)C1=O (stereo not drawn) | 11 | 1.4 | 3 | -2 | -2 | -20 | 0.4 | -6 | 0.7
CN(C)C(CNC(=O)c1ccc(Br)cc1)c1ccco1 (stereo not drawn) | 2 | 0.5 | -15 | -1 | 0 | -16 | -0.8 | -11 | 1.3
Cc1cc(C)c(NC(=O)C2CC(=O)N(c3ccc4c(c3)OCCO4)C2)c(C)c1 (stereo not drawn) | 12 | 1.2 | -9 | -10 | 11 | -20 | 0.1 | -13 | 0.6
CCOC(CNC(=O)CN1C(=O)COc2ccc(S(=O)(=O)N3CC(C)CC(C)C3)cc21)OCC (stereo not drawn) | -8 | -0.2 | -11 | -1 | 24 | -16 | -1.0 | -6 | -0.6
CCOC(=O)c1c(C)nc2sc3c(=O)n(-c4ccc(OC)cc4)cnc3c2c1-c1ccc(OC)cc1 | 3 | 0.8 | -2 | -4 | 16 | -17 | -1.2 | -7 | -0.4
CC(C)(C)OC(=O)N/N=C/c1ccc(N2CCOCC2)s1 | 25 | 0.6 | 23 | -1 | -10 | -7 | 0.9 | 0 | 0.3
CN(C)c1ccc(C(C(=O)NCC2CCCO2)N(C(=O)c2snc(C(N)=O)c2N)c2ccccc2)cc1 (stereo not drawn) | 52* | 5.2 | 4 | -8 | -4 | 6 | 0.2 | -7 | 1.3
COc1ccc(NC(=O)C2C3C=CC4(O3)C2C(=O)N(CCN2CCCCC2)C4C(=O)NC2CCCCC2)cc1 (stereo not drawn) | -24 | -0.2 | -8 | 0 | -10 | -14 | 0.4 | 1 | 0.8
NC(=O)c1cccc(-c2coc3c(C(=O)NCc4cccnc4)cccc23)c1 | -6 | 3.5 | -10 | · | 17 | · | · | · | ·
O=C1C(=O)N(C/C=C/c2ccccc2)c2ccccc21 | 1 | 0.9 | -15 | 0 | 8 | -16 | -2.2 | 27 | -2.4
O=C(CNC(=O)c1ccc(Cl)cc1)N/N=C/c1cccnc1 | -6 | -0.3 | 1 | -9 | 5 | -19 | 0.3 | 3 | -0.6
COc1ccccc1-c1cc(C(=O)NCCCN2CCOCC2)no1 | -24 | 0.3 | -12 | -3 | 21 | -13 | -1.3 | -5 | -0.3
Cc1[nH]c(=O)[nH]c(=O)c1CSc1nnc(CCCCCNC(=O)OC(C)(C)C)o1 | -18 | 0.0 | -13 | 1 | 17 | -16 | 0.3 | -3 | -0.1
Cc1nc(SCCC(=O)O)c2ccccc2n1 | -26 | -0.6 | -9 | -1 | 3 | -8 | -0.3 | -6 | -0.1
COc1ccc(C(=O)Nc2ccc(S(=O)(=O)N3CCCC3)cc2)c(OC)c1 | -1 | 1.3 | -5 | -1 | 20 | -3 | 0.0 | -11 | 0.0
Cc1cc2c(cc(C(=O)OC(C(=O)NCc3ccco3)C(C)C)n2C)o1 (stereo not drawn) | -20 | 0.0 | 7 | -7 | -17 | -17 | -0.7 | -8 | 1.4
CC(=O)Nc1cccc(NC(=O)C(=O)c2cn(CC(=O)N3CCCCC3)c3ccccc23)c1 | 30 | 6.1 | -2 | -17 | 3 | -7 | 0.3 | -11 | 1.0
Cc1ccc2c(c1C)OC(=O)CC2(C)C | 3 | 0.1 | -2 | -2 | 8 | 4 | -0.2 | -8 | 1.1
Fc1cccc(/C=N/Nc2nccnc2Cl)c1 | -14 | -0.3 | -13 | -3 | 15 | -9 | -1.0 | -4 | -0.6

3 of the entries above in order of their number in GPR7 antag, smallest number first.
Structure	GPR7 antag
CC(=O)Nc1cccc(NC(=O)C(=O)c2cn(CC(=O)N3CCCCC3)c3ccccc23)c1	-11
Cc1ccc2c(c1C)OC(=O)CC2(C)C	-8
Cc1nc(SCCC(=O)O)c2ccccc2n1	-6

By substructure, the entries above with a COOH group
SMILES | TAAR1 antag | CHO-K1 Ca ag | CHO-K1 Ca antag | OXTR potentiator | CHO-K1 Ca PAM | CHO parental Ca | OXTR ag | GPR7 antag | V1R ag counter
O=C(O)CCc1nn2c3ccccc3nc2n(CCN2CCCCC2)c1=O | -12 | -0.1 | 4 | -7 | 4 | 0 | -0.3 | -6 | 4.1
Cc1nc(SCCC(=O)O)c2ccccc2n1 | -26 | -0.6 | -9 | -1 | 3 | -8 | -0.3 | -6 | -0.1

Other records:
SMILES | TAAR1 antag | CHO-K1 Ca ag | CHO-K1 Ca antag | OXTR potentiator | CHO-K1 Ca PAM | CHO parental Ca | OXTR ag | GPR7 antag | V1R ag counter
Cc1cccc(C)c1NC(=O)Cc1cccs1 | -18 | 11 | -1 | -9 | 18 | -9 | -0.6 | -9 | 0.4
CCOc1cccc(CN2CCC(n3nccc3NC(=O)CCCc3ccccc3)CC2)c1 | 2 | 3.9 | -6 | -15 | -5 | -19 | 8.1 | 7 | 6.6
CCN1CCN(c2ccc(S(=O)(=O)N3CCCCC3)cc2NC(=O)c2ccc(C)o2)CC1 | · | 1.7 | -8 | -1 | 15 | -18 | 0.7 | · | -0.2
N#CCC(=O)Nc1ccc(C(=O)OC(C(=O)Nc2ccc([N+](=O)[O-])cc2Br)c2ccccc2)cc1 (stereo not drawn) | -1 | 0.5 | -18 | · | 16 | · | · | · | ·
CC(C)C[C@H](NC(=O)N1c2ccccc2NC(=O)[C@@H]1C(C)C)C(=O)N[C@@H](Cc1ccccc1)C(=O)O | -1 | 0.3 | -2 | -3 | 16 | -7 | -0.7 | -7 | 0.3
CCc1cc2c(=O)[nH]c(CC(N)=O)nc2s1 | 4 | 0.0 | 5 | 2 | 13 | -4 | 1.9 | -3 | -0.2
Cc1cc(C)c[n+](-c2[nH]c(=O)sc2/C=N/N=C(\[O-])c2cccnc2)c1 | -26 | -0.3 | -2 | -8 | -13 | 13 | 0.8 | -3 | 1.9
CCCc1c(CC)c(=N)c2ccccc2n1C | · | 0.4 | -11 | -2 | 0 | -11 | 0.3 | 8 | 0.7
COc1ccc(OC)c(N2C(=O)CC(Cc3cc(C)cc(C)c3)C2=O)c1 (stereo not drawn) | 3 | 3.1 | -16 | -5 | 10 | -13 | -0.2 | -14 | 1.1
COc1ccc(OCCN2CCC(C(=O)NC(c3ccc(Cl)cc3)c3cccnc3)CC2)cc1 (stereo not drawn) | -6 | 0.4 | -7 | · | 4 | · | · | · | ·

Part of the list above, showing only V1R ag counter:
mol	V1R ag counter
Cc1cc2c(cc(C(=O)OC(C(=O)NCc3ccco3)C(C)C)n2C)o1 (stereo not drawn)	1.4
CC(=O)Nc1cccc(NC(=O)C(=O)c2cn(CC(=O)N3CCCCC3)c3ccccc23)c1	1.0

The listing continues.
SMILES | TAAR1 antag | CHO-K1 Ca ag | CHO-K1 Ca antag | OXTR potentiator | CHO-K1 Ca PAM | CHO parental Ca | OXTR ag | GPR7 antag | V1R ag counter
CC(C)CN(CCCNC(=O)CN1C(=O)CSc2ccc(S(=O)(=O)N3CCOCC3)cc21)CC(C)C | 10 | -0.4 | 14 | -12 | -16 | -9 | -1.2 | 1 | -0.3
CC1CCN(C(=O)c2cc(S(=O)(=O)N3CCOCC3)ccc2N2CCCC2)CC1 | -3 | -0.1 | 11 | -3 | -20 | -5 | -1.9 | · | -1.4
CC(=O)N1[C@H](C)C=C[C@]1(Cc1ccccc1)C(=O)NCCc1c[nH]c2ccccc12 | · | 1.4 | 12 | 0 | -7 | -17 | 1.0 | 13 | 0.2
COCCC1CCCCN1C(=O)c1cc(COc2cccc(C(C)=O)c2)on1 (stereo not drawn) | -13 | 8.8 | 7 | -12 | -6 | -10 | 8.9 | -15 | 11
CCOc1ccc(NC(=O)[C@@H](NC(=O)c2ccco2)C(C)C)cc1 | -10 | 0.1 | -10 | -6 | -4 | -7 | -1.7 | -14 | -0.8
CCOC(=O)c1ccc(NC(=O)C(C)Sc2nc(O)c(-c3ccccc3)c(=O)[nH]2)cc1 (stereo not drawn) | -3 | -0.1 | 3 | -5 | 0 | -9 | 0.1 | -7 | 1.2
CCN(C(=O)CSc1nc2cc(C(=O)O)ccc2c(=O)n1-c1ccccc1F)C1CCS(=O)(=O)C1 (stereo not drawn) | 14 | 0.1 | -10 | · | -2 | · | · | · | ·
O=C(Nc1sc2c(c1-c1nc3ccccc3[nH]1)CCCC2)C1CC1 | 0 | 0.5 | -2 | -1 | 11 | -12 | -0.8 | -4 | -1.2
